TRPC6 inhibitor: mouse TRPC6 channel inhibitors, primary screen, cell-based, HEK293, membrane potential dye; ACh-evoked depolarization; stronger effect = lower value; B-score at 10 µM; hit rate 1.1% among 310,000;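 active = B-score under library mean minus 3 SD, initial fluorescence not abnormally high, positive integrated signal ratio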;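 note: B-score derived from integrated fluorescence ratio over the kinetic read; more negative B-score means stronger inhibition of depolarization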
TRPC6 act: mouse TRPC6 channel activators, primary screen, cell-based, HEK293, membrane potential dye | Short transient receptor potential channel 6 (Mus musculus), Q61143 | HEK293-TRPC6 membrane potential dye fluorescence; stronger effect = higher value | B-score at 10 µM | hit rate 0.13% among 310,000;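 active = B-score of the integrated fluorescence ratio above library mean plus 3 SD, and starting fluorescence ratio within library mean plus 5 SD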;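 note: higher score means more depolarization so channel activation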
TRPC4 inh: inhibitors of mouse TRPC4 channel, primary screen, Fluo4 calcium, HEK293 TRPC4beta/mu-opioid cells | Short transient receptor potential channel 4 (Mus musculus), Q9QUQ5 | DAMGO-evoked Fluo4 calcium flux; stronger effect = lower value | B-score at 10 µM | hit rate 0.39% among 300,000;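 active = B-score over 3 SD under the library average, no early fluorescence shift, positive overall ratio signal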
Target sequence (Q9QUQ5 whole entry, looked up): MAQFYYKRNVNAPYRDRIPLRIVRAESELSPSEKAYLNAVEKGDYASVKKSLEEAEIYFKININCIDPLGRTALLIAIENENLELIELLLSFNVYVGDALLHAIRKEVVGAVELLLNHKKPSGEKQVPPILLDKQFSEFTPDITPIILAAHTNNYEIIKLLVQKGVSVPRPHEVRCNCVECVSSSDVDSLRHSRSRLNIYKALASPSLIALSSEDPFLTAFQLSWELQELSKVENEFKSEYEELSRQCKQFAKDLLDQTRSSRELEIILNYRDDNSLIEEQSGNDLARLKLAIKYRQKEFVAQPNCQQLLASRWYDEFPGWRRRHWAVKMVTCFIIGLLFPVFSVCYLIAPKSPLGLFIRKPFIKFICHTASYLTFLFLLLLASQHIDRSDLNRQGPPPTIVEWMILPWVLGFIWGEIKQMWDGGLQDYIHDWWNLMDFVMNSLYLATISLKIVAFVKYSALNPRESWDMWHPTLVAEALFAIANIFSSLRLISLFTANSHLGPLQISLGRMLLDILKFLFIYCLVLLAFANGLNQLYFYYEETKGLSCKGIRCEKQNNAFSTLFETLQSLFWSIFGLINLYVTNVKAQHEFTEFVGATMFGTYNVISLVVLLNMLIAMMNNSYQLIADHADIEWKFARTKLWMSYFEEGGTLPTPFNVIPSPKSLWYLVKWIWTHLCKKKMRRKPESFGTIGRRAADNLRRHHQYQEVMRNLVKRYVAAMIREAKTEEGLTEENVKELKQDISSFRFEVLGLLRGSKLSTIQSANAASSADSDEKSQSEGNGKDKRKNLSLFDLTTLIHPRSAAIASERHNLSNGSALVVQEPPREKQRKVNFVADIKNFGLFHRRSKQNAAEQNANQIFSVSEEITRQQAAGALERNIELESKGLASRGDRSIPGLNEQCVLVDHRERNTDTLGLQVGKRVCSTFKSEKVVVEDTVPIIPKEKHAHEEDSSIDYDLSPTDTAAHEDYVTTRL
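Material: HEK293 cells with stable TRPC4beta plus mu-opioid receptor expression; probe or stimulus: DAMGO in two steps, submaximal then maximal; technique: Fluo4 calcium fluorescence by kinetic imaging, 5 s 1 Hz baseline; measure: integrated fluorescence ratio relative to baseline, converted to per-well B score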
KLF5 inh: KLF5 expression inhibitors, primary screen, DLD-1 cells, luminescence. DLD-1 KLF5 promoter-luciferase reporter. inhibition, % at 5 µM. hit rate 0.23% among 290,000. AID 1700, 2009;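 active = inhibition above a per-plate limit of that plate's mean compound inhibition plus 3 SD, cut at about 60% in these data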;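 note: 0% = DMSO wells and 100% = LY294002 at 200 µM; higher means less KLF5 promoter-driven luciferase light; inactives centre near -14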
aSyn 5UTR inh: MLPCN primary screen, SNCA 5' untranslated region; inhibition, % (tested at 7.5 µM); alpha-synuclein 5'UTR reporter, inhibitor activity; hit rate 0.82% among 300,000; in the data active = inhibition above about 60%; inconclusive = no clear call, values can overlap the other calls;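 note: H4 neuroglioblastoma cells stably carrying SNCA 5'UTR luciferase fusion; 0% = DMSO wells and 100% = positive control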
IEC-6 tox: cytotoxicity in IEC-6 intestinal epithelial cells, primary screen, cytotoxicity control for KLF5 inhibitor project, cell-based, luminescence; hit rate 0.78% among 290,000; inhibition, % at 5 µM; IEC-6 cytotoxicity, luminescence viability; in the data active = inhibition above about 22%;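 note: 0% = plate median of test compound wells and 100% = cytotoxic reference compound wells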
HIF activator: HIF pathway transcriptional activators, primary screen, cell-based, U2OS HRE-luciferase, luminescence; U2OS HRE-luciferase reporter; normalized: DMSO 0%, desferrioxamine 100%; activation, % at 7.5 µM (by protocol); hit rate 0.32% among 300,000; AID 1910, 2009;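 active = mean activation of at least 10% of the iron chelator positive control signal, with at least half of replicates also reaching 10%; inconclusive = mean and replicate majority disagree about reaching 10%; inactive = mean and most replicates under 10%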
TRPC4 potent: positive allosteric modulators of TRPC4, primary screen, cell-based, mouse TRPC4beta, HEK293 mu-opioid, Fluo-4 calcium | DAMGO EC20, Fluo-4 Ca2+ flux; stronger effect = higher value | hit rate 0.42% among 310,000 | Short transient receptor potential channel 4 (Mus musculus), Q9QUQ5 | AID 2227, 2009 | B-score at 10 µM;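 active = B-score of calcium response area above 5 SD of library B-scores, with initial fluorescence ratio within 5 SD of library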;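 note: B-score of integrated fluorescence ratio over time as area under calcium response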
MrgX1 antag: antagonists of human MrgX1 receptor, primary screen, HEK293 cells, Fluo-4 calcium flux; Mas-related G-protein coupled receptor member X1 (Homo sapiens), Q96LB2; BAM8-22 antagonism; stronger effect = lower value; B-score at 10 µM; hit rate 1.3% among 310,000; AID 588676, 2011;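 active = calcium-response B-score plate-corrected more than 3 library SD below zero, starting fluorescence within 5 deviations, no agonist response on first addition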;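 note: peak minus trough fluorescence over baseline after final BAM8-22 challenge near maximal dose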
SKKanGAS inh: S. pyogenes SKKanGAS growth inhibitors in kanamycin, primary screen, streptokinase expression inhibitor project, SKKanGAS strain, BacTiter-Glo luminescence | hit rate 1.3% among 300,000 | AID 1662, 2009 | inhibition, % at 7.5 µM | 6 h;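 active = mean replicate score, as percent of positive control median, at least 50; inconclusive = mean below 50 but one replicate at or above 50; inactive = mean and every replicate below 50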;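 note: strain carries kanamycin resistance gene driven by streptokinase promoter and grows in 40 µg/ml kanamycin; loss of luminescence reflects streptokinase promoter inhibition or plain growth inhibition; 0% = median of DMSO wells and 100% = positive control at its reference dose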
TRPC4 agonist: activators of mouse TRPC4 channel, primary screen, Fluo4 calcium, HEK293 TRPC4beta/mu-opioid cells. hit rate 0.49% among 310,000. AID 2237, 2010. Fluo4 calcium fluorescence; stronger effect = higher value. Short transient receptor potential channel 4 (Mus musculus), Q9QUQ5. B-score at 10 µM;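 active = B-score above 5 SD of library B-scores, and initial fluorescence ratio not above library mean plus 5 SD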;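 note: positive B-score marks a calcium rise read as TRPC4 activation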
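Assay system: HEK293 stable line with TRPC4beta plus mu-opioid receptor; schedule: 45 min room-temperature Fluo4 loading, 110 s read; technique: kinetic Fluo4 calcium fluorescence; evaluation: integrated baseline-normalised fluorescence ratio, converted to per-well B score; controls: buffer (low) and maximal DAMGO (high)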
* hit, by the source's call; i = inactive; ? = inconclusive; nt = not tested or not shown.

SMILES,TRPC6 inhibitor,TRPC6 act,TRPC4 inh,KLF5 inh,aSyn 5UTR inh,IEC-6 tox,HIF activator,TRPC4 potent,MrgX1 antag,SKKanGAS inh,TRPC4 agonist
CN(CC(=O)Nc1ccc(Cl)cc1)S(=O)(=O)c1cccc2cccnc12,i,i,i,-3,0,1,nt,i,i,-3,i
Cc1c(S(=O)(=O)N2CCc3ccccc3C2)c(=O)n(C)c(=O)n1C,i,i,i,8,-29,8,-0.1,i,i,-1,i
O=c1c(-c2ccccc2)[n+]([O-])c2ccccc2n1O,i,i,i,-9,-41,-1,0.7,i,i,9,i
COc1ccc(C(C)(C)C)cc1NC(=O)COC(=O)c1ccc([N+](=O)[O-])o1,i,i,i,-10,0,-2,-0.2,i,i,-6,i
O=C(c1ccc(-c2cccc(C(F)(F)F)c2)o1)N1CCCCCCC1,i,i,i,nt,-3,nt,0.5,i,i,-1,i
COc1cc(NC(=O)COc2ccccc2C)ccc1NC(=O)c1ccco1,i,i,i,-72,-68,1,-0.2,i,i,-4,i
Cc1ccnc(SCCn2c(Br)nc3c2c(=O)[nH]c(=O)n3C)n1,i,i,i,nt,2,nt,-0.2,i,i,7,i
N#C/C(=C\c1cccc([N+](=O)[O-])c1)C(=O)Nc1cccnc1,i,i,i,-25,-26,-5,-0.6,i,i,-2,i
CS(=O)(=O)NC1CCN(Cc2ccccc2)CC1,i,i,i,-50,-6,-2,-0.1,i,i,-10,i
Cc1nc(SCC(=O)NCc2ccco2)c2oc3ccccc3c2n1,i,i,i,-5,13,1,0.2,i,i,2,i
Cc1nn(C)cc1CNC(=O)c1cccc(F)c1,i,i,i,-5,7,1,0.1,i,i,4,i
Cc1ccc(C2C(C#N)=C(N)Oc3n[nH]c(-c4cccs4)c32)cc1 (stereo unspecified),i,i,i,-50,18,-2,-0.7,i,i,1,i
O=C(CCO)c1ccc(O)cc1,i,i,i,-14,18,0,0.2,i,i,3,i
CN1CCN2c3ncccc3Cc3ccccc3[C@@H]2C1,i,i,i,-25,-8,1,-0.2,i,i,-1,i
CN(Cc1nc(-c2ccccn2)no1)S(=O)(=O)c1ccc(Cl)cc1,i,i,i,-13,-18,6,0.4,i,i,-3,i
CC1(C)Cc2c(sc3c2c(=N)n(Cc2ccco2)c(=O)n3CC(=O)Nc2ccccc2)CO1,i,i,i,-3,11,5,0.1,i,i,1,i
N#Cc1ccc(NC(=O)Cn2cnc(S(=O)(=O)N3CCCCC3)c2)cc1,i,i,i,-1,5,-3,-0.3,i,i,4,i
CCCCn1c(N)c(N(CC(C)C)C(=O)COC(=O)C2(c3ccccc3)CC2)c(=O)[nH]c1=O,i,i,i,nt,1,nt,-0.5,i,i,-5,i
CC1=C(C(=O)OCc2ccccc2)C(c2ccco2)C2=C(CC(C)(C)CC2=O)N1 (stereo unspecified),i,i,i,-1,nt,10,nt,i,i,1,i
Cc1cccc(C)c1OCC(=O)NC(Cc1c[nH]c2ccccc12)C(=O)O (stereo unspecified),i,i,i,-19,-19,-5,0.0,i,i,-3,i
COCCCNC(=O)CN(c1cc([N+](=O)[O-])ccc1OC)S(C)(=O)=O,i,i,i,-14,-4,-1,0.0,i,i,5,i
O=C(c1ccc(CN2CCOCC2)cc1)N1CCN(c2ccccc2)CC1,i,i,-6*,-12,-30,-1,nt,i,i,-12,i
CCOc1cc(C(=O)Nn2cnnc2)cc(OCC)c1OCC,i,i,i,-63,1,-3,-1.8,i,-4.6*,-1,i
O=C(NCCCN1CCOCC1)c1cc(-c2ccc(Cl)s2)nc2ccccc12,i,i,i,nt,-6,nt,-0.3,i,-7.4*,-8,i
O=C(O)C1CCCN1C(=O)Nc1ccc(F)cc1 (stereo unspecified),i,i,i,-22,15,2,-0.1,i,i,4,i
COc1ccc(C(=O)NNC2=Nc3cccc4cccc2c34)cc1,i,i,i,16,?,6,-0.7,i,i,38,i
Cc1cc(N)ccc1N=Nc1c(C)n(C)n(-c2ccccc2)c1=O,i,i,i,-31,-73,1,1.4,i,i,2,i
CCOP(=O)(OCC)C(Nc1cccc([N+](=O)[O-])c1)c1ccc(OC)cc1 (stereo unspecified),i,i,i,-25,10,-6,0.3,i,i,-1,i
O=C(Cc1cc(C(=O)O)c2ccccc2n1)Nc1ccccc1,i,i,i,12,-36,-5,0.2,i,i,14,i
Cc1nn(-c2ccccc2)c2c1c(C)c(CCC(=O)N1CCOCC1)c(=O)n2C,i,i,i,-17,12,4,0.2,i,i,7,i
CCC(Sc1nnc2c3ccccc3n(CC)c2n1)C(=O)Nc1sc2c(c1C#N)CCCC2 (stereo unspecified),i,i,i,-1,8,-6,-0.7,i,i,14,i
O=C(NCC(c1ccc(F)cc1)N1CCOCC1)c1ccc(C(=O)c2ccccc2)cc1 (stereo unspecified),i,i,i,-18,2,3,-0.8,i,i,-7,i
COc1cc(/C=N/N2CCN(C3c4ccccc4-c4ccccc43)CC2)ccc1O,i,i,i,-36,-63,0,0.4,i,i,-1,i
CCOC(=O)c1c(-c2ccc(C)cc2)csc1NC(=O)c1cccc(N2C(=O)CCC2=O)c1,i,i,i,-18,15,2,0.4,i,i,7,i
COC(=O)c1nnn(-c2nc(N3CCOCC3)nc(N3CCOCC3)n2)c1C,i,i,i,9,6,11,-0.5,i,i,3,i
Cn1c(=O)cc2c3c(c(N4CCCCC4)ccc31)C(=O)c1ccccc1-2,-5.1*,i,i,-30,-25,6,-0.9,i,i,36,i
COC(=O)c1ccc(Nc2ncnc3sccc23)cc1,i,i,i,-115,-125,-7,7.3,i,i,4,i
COc1ccc(-n2nc3c(c2NC(=O)c2ccc(S(=O)(=O)N4CCOCC4)cc2)CS(=O)C3)cc1 (stereo unspecified),i,i,i,9,15,-2,0.0,i,i,2,i
CCN(CC(=O)NCc1cccs1)C(=O)CCOc1ccccc1C,i,i,i,-14,7,6,-0.1,i,i,2,i
Cc1cccc(C)c1NC(=S)NC(=O)CCc1ccccc1,i,i,i,-7,27,1,-0.2,i,i,1,i
COCc1cc(CN2CCCC(C(=O)Nc3cccc(-n4cnnn4)c3)C2)ccc1OC (stereo unspecified),i,i,i,-45,3,4,-0.3,i,i,-13,i
Nc1nc(Cl)c(C=O)c(N2CCCCC2)n1,i,i,i,-29,-14,-8,0.1,i,i,-3,i
CCOC(=O)c1cnc2ccc(OCC)cc2c1NCCCN1CCOCC1,-6.1*,i,i,-16,-20,5,2.2,i,i,9,i
O=C(O)/C=C\C(=O)N1CCc2ccccc21,i,i,i,-24,-24,-1,0.1,i,i,19,i
CCCC(NC(=O)c1ccco1)c1nc2ccccc2[nH]1 (stereo unspecified),i,i,i,-2,2,5,0.2,i,i,4,i
COc1ccc(C2/C=C\CN(C(=O)CC(C)(C)C)CC(=O)N2Cc2ccc(F)cc2)cc1 (stereo unspecified),i,i,i,nt,27,nt,-0.2,i,i,5,i
CCc1cc[n+](C2=C([O-])c3ccccc3C(=O)/C2=N\S(=O)(=O)c2cccs2)cc1,i,i,i,48,-16,4,0.0,i,i,89*,i
CCCCCCCC(=O)OC(CN1CCCCCC1)CN1CCCC1=O (stereo unspecified),i,i,i,-8,-1,2,-0.3,i,i,2,i
Cc1ccc(Cl)c2c1NC(=O)C2(O)CC(=O)c1ccc(Br)cc1 (stereo unspecified),i,i,i,-19,15,4,0.2,i,i,12,i
O=S(=O)(c1ccccc1C(F)(F)F)N1CCN(CC(O)COc2ccccc2F)CC1 (stereo unspecified),i,i,i,-19,11,-7,-1.2,i,i,-3,i

Later entries:
SMILES,TRPC6 inhibitor,TRPC6 act,TRPC4 inh,KLF5 inh,aSyn 5UTR inh,IEC-6 tox,HIF activator,TRPC4 potent,MrgX1 antag,SKKanGAS inh,TRPC4 agonist
Cc1cc(C)c2nc(-n3nc(C)cc3N)cc(C)c2c1,i,i,i,4,-162,-1,-0.1,i,i,-5,i
O=C(CSc1nnc(-c2cccnc2)n1Cc1ccccc1)NCc1ccccc1,i,i,i,-23,-4,-1,-0.7,i,i,-2,i
CCOC(=O)Cn1nc(C)cc1NC(=O)c1cc(OC)c(OC)c(OC)c1,i,i,i,-18,13,7,-2.8,i,i,0,i
COc1ccccc1NC(=O)Nc1ccccc1C#N,i,i,i,-19,-1,2,-0.7,i,i,2,i
Cc1[nH]c2ccccc2c1-c1csc(NC(=O)CSCCO)n1,i,i,i,-23,-43,6,-4.1,i,i,-1,i
O=C(NC(=S)N1CCN(c2ccccc2)CC1)c1ccccc1,i,i,i,-3,17,-3,-0.3,i,i,-1,i
CCOc1cc(/C=N/NC(=O)c2ccc(CN3CCOCC3)cc2)ccc1OC,i,i,i,-18,-7,-2,-0.2,i,i,0,i
O=c1[nH]c(N/N=C\c2ccc(F)cc2)nc2ccccc12,i,i,i,-215,-150,5,1.2,i,i,-4,i
CC(=NCC1CCCO1)c1c(O)[nH]c(=O)[nH]c1=O (stereo unspecified),i,i,i,0,21,2,-0.1,i,i,-11,i
O=C1C(NS(=O)(=O)c2cccs2)=C(N2CCN(Cc3ccccc3)CC2)C(=O)c2ccccc21,-7.3*,i,i,-24,0,5,-0.6,i,i,27,i
CC1=C(C(=O)OC(C)C)C(c2cncc(-c3ccc(F)cc3)c2)C(C#N)=C(N)O1 (stereo unspecified),i,i,i,-29,-2,-3,-0.7,i,i,-7,i
CC(C)CCNC(=O)C1CC(c2ccccc2[N+](=O)[O-])=NO1 (stereo unspecified),i,i,i,nt,-49,nt,1.6,i,i,3,i
Cc1cc(=O)n2nc(N3CCCC(C(=O)NCc4ccc5c(c4)OCO5)C3)sc2n1 (stereo unspecified),i,i,i,-19,6,-1,-0.1,i,i,-4,i
COCCn1c(=O)c2c(nc3n2CCCN3CCc2ccccc2)n(C)c1=O,i,i,i,-4,19,-5,-0.5,i,i,-2,i

Compound activity (PubChem BioAssay)
